# From PubChem BioAssay
# EPAC1 antagonist = qHTS for Antagonist of cAMP-regulated guanine nucleotide exchange factor 3 (EPAC1): primary screen; EPAC1 GEF assay, Rap1b-BODIPY-GDP exchange fluorescence; Potency, µM (top dose mostly 115 µM), inactives show at the highest dose activity change, negative = inhibition, hits mostly inhibitors; AID 720709, 2013; Rap guanine nucleotide exchange factor 3 (Homo sapiens), O95398; hit rate 0.14% among 360,000;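 also: potency is read from the fitted curve at half-maximal effect; plate controls were vehicle for no effect and positive control for full effect; nearly all actives have a fitted effect of over 50% in size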
# FUS suppressor = qHTS for Suppressors of FUS Proteinopathy: Primary screen using FUS-linked yeast assay; S. cerevisiae FUS-expressing, growth rescue, OD600, 24 h; Potency, µM (series often up to 76.6 µM), for the others: at the top dose growth rescue (activation), most hits filed as activators; hit rate 0.24% among 390,000;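 also: potency is read from the fitted curve at half-maximal effect; plate controls were DMSO vehicle for no effect and reference control for full effect; nearly all actives have a fitted effect of over 55% in size; some results filed as inactive show a strong effect at the top dose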
#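 Restored growth of FUS-toxic S. cerevisiae, read as 600 nm absorbance after 24 h at 30C in galactose medium (starting OD 0.005). Controls CP55940 and DMSO.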
# EPAC1 agonist = qHTS for Agonist of cAMP-regulated guanine nucleotide exchange factor 3 (EPAC1): primary screen; Potency, µM (top dose mostly 154 µM), for the others: at the highest dose activation, hits mostly activators; Rap guanine nucleotide exchange factor 3 (Homo sapiens), O95398; hit rate 0.073% among 360,000; EPAC1 agonist qHTS, biochemical assay; response scale: 100% = response to 6.5 mM cAMP; AID 720707, 2013; also: potency is read from the fitted curve at half-maximal effect; nearly all actives have a fitted effect of over 60% in size
#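 Multi-concentration qHTS readout: loss of Rap1B-bound BODIPY-GDP fluorescence driven by 100 nM EPAC1 with excess GDP (50 uM), monitored kinetically at room temperature; agonist response expressed relative to 6.5 mM cAMP.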
# WRN inhibitor = qHTS for Inhibitors of WRN Helicase. hit rate 0.46% among 360,000. Potency, µM (highest dose often 114 µM), without a hit: at the top dose activity change, negative = inhibition, actives largely listed as inhibitors. AID 651768, 2012. Bifunctional 3'-5' exonuclease/ATP-dependent helicase WRN (Homo sapiens), Q14191. WRN helicase unwinding, fluorescent forked duplex, kinetic; also: potency is read from the fitted curve at half-maximal effect; % is scaled to controls: 0 for no effect and ±100 for the full control effect; nearly all actives have a fitted effect of over 55% in size
#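 Enzyme (20 nM final) and test compound sit together 15 min at room temperature before substrate addition. Substrate is a single-forked duplex oligonucleotide (100 nM) labelled with fluorophore and quencher, with 2 mM ATP; helicase unwinding raises red fluorescence, read kinetically.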
# PI5P4Ka inh = qHTS for Inhibitors of phosphatidylinositol 5-phosphate 4-kinase (PI5P4K); Phosphatidylinositol 5-phosphate 4-kinase type-2 alpha (Homo sapiens), P48426; PI5P4Kalpha enzyme, ADP-Glo luminescence, 60 min; active compounds read low; max response, %; hit rate 1.2% among 330,000; AID 652105, 2013; active = max response of -50% or lower; inconclusive = between -30% and -50%; inactive = -30% or higher; also: value at the top dose of about 77 µM; % is scaled to controls: 0 for no effect and ±100 for the full control effect
# Target sequence (P48426 whole entry, looked up): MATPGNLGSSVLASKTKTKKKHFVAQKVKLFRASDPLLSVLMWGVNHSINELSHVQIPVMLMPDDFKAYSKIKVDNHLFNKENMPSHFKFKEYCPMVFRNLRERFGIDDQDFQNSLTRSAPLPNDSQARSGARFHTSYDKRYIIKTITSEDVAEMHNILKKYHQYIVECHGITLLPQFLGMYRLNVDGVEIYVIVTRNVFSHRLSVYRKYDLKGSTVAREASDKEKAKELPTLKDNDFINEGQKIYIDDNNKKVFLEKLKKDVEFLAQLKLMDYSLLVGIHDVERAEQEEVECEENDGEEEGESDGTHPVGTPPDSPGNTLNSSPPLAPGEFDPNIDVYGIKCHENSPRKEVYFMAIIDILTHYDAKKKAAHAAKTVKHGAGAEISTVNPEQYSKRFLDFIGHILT
#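 Reactions run in 0.038 M HEPES pH 7.4, 0.28 mM EGTA, 0.1% CHAPS and 5% DMSO, with PI5P4Kalpha, substrate, compound and 5 microM ATP final, one hour at room temperature. Readout is ADP-Glo luminescence.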
# Abeta rescue = qHTS for compounds that reverse cellular toxicity of Amyloid beta (A-beta) peptide in yeast: Primary Screen | yeast expressing A-beta42, growth rescue, OD600, 48 h; response scale: 0% DMSO, 100% iron-clioquinol control | Potency, µM (doses to about 46.1 µM), for inactives: at the highest dose growth rescue, most hits filed as activators | hit rate 0.063% among 410,000; also: potency is read from the fitted curve at half-maximal effect; nearly all actives have a fitted effect of over 55% in size
#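 Yeast growth medium received pinned compounds, then yeast cells expressing toxic A-beta were added; plates incubated at 30 C for 48 hr. Growth read as absorbance at 600 nm, normalized to DMSO and equimolar FeCl3 plus clioquinol controls.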
# IL-2 act = qHTS of IL-2 Activators; hit rate 0.065% among 360,000; activation, % (series mostly up to about 46 µM); IL-2 activation reporter assay, cell-based qHTS; stimulated with anti-CD3/CD4/CD28 beads; in transgenic mouse T cells; in the data active = activation above about 50%; inconclusive = mostly about 30% to 49%; also: 0% is about no effect
#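 Unstimulated transgenic mouse T cells; 60-min compound exposure; bead-based TCR/CD4/CD28 stimulation; 18 h culture, 37 degrees C; dual fluorescence (EGFP, DsRed) plate cytometry.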
# PLK1 PBD inh = qHTS for Inhibitors of PLK1-PDB (polo-like kinase 1 - polo-box domain): Primary Screen; Serine/threonine-protein kinase PLK1 (Homo sapiens), P53350; Plk1 PBD binding of FITC phosphopeptide, fluorescence polarization; Potency, µM, for inactives: max response, negative = inhibition, usual class: inhibitors; hit rate 2.8% among 360,000; also: potency is read from the fitted curve at half-maximal effect; series mostly up to about 57 µM; % is scaled to controls: 0 for no effect and ±100 for the full control effect; nearly all actives have a fitted effect of over 65% in size
# Target sequence (P53350 whole entry, looked up, the tested form may be a part): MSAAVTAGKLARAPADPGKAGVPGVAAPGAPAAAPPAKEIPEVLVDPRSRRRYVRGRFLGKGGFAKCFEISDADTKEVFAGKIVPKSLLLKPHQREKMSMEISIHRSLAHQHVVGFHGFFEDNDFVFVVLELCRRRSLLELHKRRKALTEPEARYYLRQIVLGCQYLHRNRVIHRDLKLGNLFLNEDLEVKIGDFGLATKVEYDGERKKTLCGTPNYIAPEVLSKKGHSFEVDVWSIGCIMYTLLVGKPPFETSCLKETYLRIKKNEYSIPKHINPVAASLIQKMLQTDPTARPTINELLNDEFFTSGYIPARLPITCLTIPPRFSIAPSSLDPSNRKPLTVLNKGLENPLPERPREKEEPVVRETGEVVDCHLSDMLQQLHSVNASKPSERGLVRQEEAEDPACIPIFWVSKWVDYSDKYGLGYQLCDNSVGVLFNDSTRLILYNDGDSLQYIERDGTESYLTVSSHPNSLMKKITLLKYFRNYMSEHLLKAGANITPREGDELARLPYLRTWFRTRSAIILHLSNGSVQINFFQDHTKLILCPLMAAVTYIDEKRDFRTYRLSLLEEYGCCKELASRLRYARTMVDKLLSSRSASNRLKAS
# The depositor's hits bear a star; ? = inconclusive; . = no result given; & = joins results of further samples; [ ] = dose if it differs, or a comment. Unless noted, calls follow the shape of the dose curve; as a rule, active = well fitted curve in the direction sought with a large enough effect; inconclusive = small, poorly fitted or top-dose-only effect, or another doubt; inactive = no such curve, though single readings can be large; an effect the other way counts as inactive or inconclusive. Random draw from the library. About 4.1% of those tested had a hit in this group.
SMILES,EPAC1 antagonist,FUS suppressor,EPAC1 agonist,WRN inhibitor,PI5P4Ka inh,Abeta rescue,IL-2 act,PLK1 PBD inh
O=C(CCl)NCc1c(Cl)cccc1-n1cccc1,16.9%,31.2%,1.8%,2.9%,.,17.8%,-3.2,-2.3%
COC(=O)[C@]1(Cc2ccccc2)N[C@H](CN(C)S(=O)(=O)c2ccc(C(F)(F)F)cc2)[C@@H]2C(=O)N(Cc3ccccc3)C(=O)[C@@H]21,-7.1%,?,-23.1%,1.5%,4.7,1.4%,0.1,-9.3%
Cc1ccccc1OCC(=O)OCC(=O)c1ccc(OCc2ccccc2)cc1,6.8%,-12.7%,-4.1%,4.4%,4.7,-10.6%,0.3,?
O/N=C1\CCCC\C1=C/c1ccccc1,2.3%,.,0.9%,-25.8%,-7.4,-0.6%,-0.3,?
COc1ccc(C(CC(=O)N2CCOCC2)c2c(O)cc(OC)cc2OC)cc1 (stereo unspecified),20.2%,-8.7%,0.5%,-3.2%,3.6,-8.3%,0.1,3.5%
CC(NC(=O)C1CCN(S(=O)(=O)c2ccccc2)CC1)c1ccccc1 (stereo unspecified),-5.7%,8.9%&-11.3%,7.9%,1.5%,7.9,11.2%&12.6%,2.8,-2.0%
CCOC(=O)c1ccc(NC(=O)CSc2nccn2C)cc1,-2.5%,18.6%,0.1%,1.0%,-6.7,25.0%,-2.8,-14.2%
CCCCn1c(N)c(N(CC(C)C)C(=O)c2ccc([N+](=O)[O-])o2)c(=O)[nH]c1=O,-0.4%,5.0%,11.2%,-4.3%,3.7,-10.6%,-1.0,0.9%
O=C(COc1ccc2ccc(=O)oc2c1)Nc1ccc2c(c1)OCCO2,-25.0%,19.3%,2.3%,-14.6%,.,0.8%,-1.0,0.6%
Cn1c(=O)c2c(nc(N3CCOCC3)n2CCc2ccccc2)n(C)c1=O,-12.4%,-5.0%,-1.2%,1.3%,-2.5,-2.3%,0.1,-14.9%
Cn1c(=O)c2c(nc(CN3CCC(C(N)=O)CC3)n2Cc2c(Cl)cccc2Cl)n(C)c1=O,0.9%,26.9%,5.8%,-8.3%,.,10.1%,-2.4,-6.8%
CC(Nc1ccccc1)c1ccncc1 (stereo unspecified),5.5%,11.0%,-3.9%,0.8%,8.0,-0.8%,-0.4,2.4%
CS(=O)(=O)NCCOc1ccc(S(=O)(=O)N2CCCc3ccccc32)cc1,-10.1%,14.3%,15.0%,-14.6%,.,16.7%,-2.3,2.7%
Cn1ccnc1SCC(=O)Nc1cccc(C(F)(F)F)c1,8.5%,-11.8%,-0.5%,-2.1%,.,9.7%,-2.5,-1.5%
COc1cccc(/C=N/N2CCN(C)CC2)c1,-4.0%,.,1.5%,1.8%,9.2,-12.0%,3.3,-3.8%
Cc1nn(C(=O)N(C)C)c(C)c1CN1C(=O)c2ccccc2C1=O,-0.5%,2.1%,-5.2%,19.4%,1.4,-6.5%,-2.6,-14.4%
CC(NC(=O)CSc1nc2c(c(C(F)(F)F)n1)CCc1ccccc1-2)c1ccccc1 (stereo unspecified),-20.1%,19.5%,-8.5%,-4.2%,-1.0,6.7%,-0.6,-9.3%
COc1ccc(C2=NS(=O)(=O)N(C)C(C(=O)NC3CCCC3)=C2)cc1,-0.7%,-4.5%,-11.5%,2.9%,5.8,-18.1%,-0.9,2.3%
CCOc1ccc(C(=O)Nc2cc(C)c3c(=O)oc4ccccc4c3n2)cc1,-6.0%,2.0%,-3.2%,-3.5%,-0.3,3.0%,2.0,-1.4%
Cc1ccccc1-c1ccc2c(c1)O[C@@H](CN(C)C(=O)Nc1ccc(C(F)(F)F)cc1)[C@H](C)CN([C@@H](C)CO)S2(=O)=O,-12.4%,36.9%,-30.2%[inhibitor],6.3%,-7.3,0.0%,-3.4,3.8%
O=C(CSc1nnc2ccccn12)NC(=O)c1ccccc1,-18.6%,-5.7%,0.5%,-1.2%,0.9,-1.2%,1.0,-8.3%
CC1=NN(c2ccccc2)C(=O)/C1=C/C=C/c1ccccc1,?,.,2.8%,-15.7%[11.6 µM],7.0,3.0%,0.2,?
CCCN1CCN(CCCNC(=O)CCCn2nc(C)c3sc4ccccc4c3c2=O)CC1,-3.1%,-13.3%,1.2%,11.2%,1.0,1.9%,-0.6,-14.3%
O=S(=O)(c1ccc(SCc2ccc(Br)cc2)nc1)N1CCCCC1,-21.9%,-5.9%,7.3%,-3.5%,-5.4,-0.1%,1.0,-13.3%
NC(=O)c1ccc(NC(=O)COC(=O)CCN=C2NS(=O)(=O)c3ccccc32)cc1,-4.7%,-6.6%,-2.8%,0.4%,3.5,-6.0%,0.3,4.7%
CN1C(=O)Cc2cc(S(=O)(=O)NCc3c(F)cccc3Cl)ccc21,-2.9%,31.7%,3.4%,0.9%,-5.2,-2.4%,0.3,-12.7%
O=C(Cn1c(=O)cnc2ccccc21)N1CCN(S(=O)(=O)c2ccc(F)cc2)CC1,9.1%,-7.8%,-11.5%,-1.9%,-3.6,4.8%,-4.5,2.3%
O=C(Nc1ccc(Cl)c(Cl)c1)c1csc(-c2ccccc2)n1,-7.0%,.,1.8%,1.5%,18.3,-10.8%,0.1,2.8%
O=C1O[C@@H](c2ccccc2)C[C@@H](O)C(=O)CCCc2ccccc21,4.7%,-12.0%,-3.1%,2.9%,-7.4,-3.0%,0.7,-5.5%
COc1cccc(C2=NOC(C(=O)Nc3cc(C)on3)C2)c1OC (stereo unspecified),-15.3%,-5.0%,8.0%,-5.7%,-0.2,5.7%,1.4,-22.8%
COc1ccccc1OCC(=O)NNC(=O)c1cnccn1,-4.6%,-15.2%,0.0%,-2.3%,10.9,8.5%,-0.2,-2.8%
CC(C)C[C@H]1CNC(=O)C(=O)N1C[C@H]1CCCN1C[C@H](CC(C)C)N1C[C@H](Cc2ccccc2)N(CC2CCCCC2)C(=O)C1=O,4.2%,-12.9%,-7.4%,-11.8%,4.1,-9.1%,4.6,-6.6%
CCOC(=O)C1C(=O)NC(c2ccccc2)=NC1c1ccccc1 (stereo unspecified),4.6%,-7.7%,4.4%,-13.1%,8.7,16.5%,3.7,-8.9%
CNC(=S)N(CCc1c(C)[nH]c2ccc(F)cc12)Cc1ccco1,-1.9%,25.2%,7.4%,8.7%,2.0,-1.9%,0.4,-6.4%
COc1ccc(CN2CCc3ccccc3C2)c(OC)c1,1.5%,-17.8%,-5.7%,-8.5%,2.7,-29.3%,4.7,-1.4%
Cc1cc(S(=O)(=O)c2ccc([N+](=O)[O-])cn2)ccc1Br,-3.2%,-11.7%,4.4%,-22.2%,-0.5,-77.1%[inhibitor],-0.7,?
CCC[C@@H](CN1CCC[C@H]1CN1C(N)=NC[C@@H]1Cc1ccccc1)N1C[C@@H](Cc2ccccc2)N(CCc2ccc(Cl)c(Cl)c2)C1=N,0.2%,15.4%,10.5%,-17.0%,7.9,-43.9%[inhibitor],0.2,4.9%
Cc1ccc(-n2c(C)nnc2SCC(=O)N2CCc3ccccc3C2)cc1C,2.2%,30.9%,8.4%,5.2%,.,-1.4%,1.1,-2.3%
CCOC(=O)c1cc(S(=O)(=O)N2CC(C)CC(C)C2)cn1C (stereo unspecified),5.2%,-24.7%,6.0%,-7.9%,9.4,8.9%,-2.9,-4.3%
CCN(CC)S(=O)(=O)c1cccc(C(=O)N/N=C/c2cc(OC)c(O)c(OC)c2)c1,-14.1%,5.3%,8.7%,-16.9%,-9.6,8.2%,-1.2,-8.9%
CCCOC(=O)NC1C(NC(=O)OCCC)N(C)C(=O)N1C (stereo unspecified),4.6%,.,-0.1%,1.2%,-0.5,0.8%,-4.3,0.0%
O=C(Cn1ccc(=O)[nH]c1=O)Nc1ccc(O)c([N+](=O)[O-])c1,-6.5%,-14.4%,5.4%,-6.5%[11.6 µM],3.8,11.2%,0.6,-8.3%
Cc1cccn2c(=O)nc(SCC(=O)NCc3ccc4c(c3)OCO4)nc12,-5.4%,-3.9%,3.1%,-6.0%,3.1,-0.2%,0.1,-1.5%
COc1ccc(C(C#N)CC(=O)c2ccc(OC)c(OCc3ccccc3)c2)cc1OC (stereo unspecified),2.3%,?,1.6%,4.1%,3.5,13.4%,-1.7,4.4%
CCN1CCN(c2ccc(S(=O)(=O)N3CCOCC3)cc2NC(=O)c2cc(Cl)nc3ccccc23)CC1,-20.9%,9.1%,?,-3.2%,-6.7,-1.1%,0.0,-1.5%
Cc1ccc(/C=C2\Sc3ccccc3C2=O)s1,3.7%,28.4%,6.4%,9.3%,.,2.9%,-1.6,-4.0%
CC(C)(C)C1CCc2sc(C(=O)NNC(=O)CCl)cc2C1 (stereo unspecified),2.8%,-29.6%,4.3%,-13.0%,-0.6,-17.5%,-0.8,1.9%
Cc1csc(-c2cc(C(=O)NCc3cc(C(F)(F)F)cc(C(F)(F)F)c3)n[nH]2)c1,-15.6%,-21.0%,-22.7%,-22.0%,2.1,-5.0%,-0.3,-0.2%
CNC(=O)CCCN1C(=O)c2ccccc2Sc2ncccc21,16.7%,-0.5%,1.4%,-5.4%,1.6,2.7%,1.6,-1.4%
O=C(CN1C(=O)c2ccccc2C1=O)NC1CCS(=O)(=O)C1 (stereo unspecified),0.2%,-51.8%[inhibitor],7.5%,8.1%,-8.2,11.5%,0.0,-9.1%
c1ccc2c3c([nH]c2c1)-c1[nH]ncc1CC3,2.9%,30.5%,4.2%,-8.4%,.,-8.5%,0.0,-14.1%
